# Mtb RmlCD inh – M. tuberculosis RmlC/RmlD inhibition. 160,000 compounds, 0.03% hits. AID 1533. RmlC+RmlD coupled enzyme assay, percent inhibition; primary screen in compound mixtures. inhibition, % at 3.6 µM; in the data active means inhibition mostly above about 34%, no sharp cut-off; further: some results filed as inactive read as strong as hits
# Target sequence (P9WH09 whole entry, looked up): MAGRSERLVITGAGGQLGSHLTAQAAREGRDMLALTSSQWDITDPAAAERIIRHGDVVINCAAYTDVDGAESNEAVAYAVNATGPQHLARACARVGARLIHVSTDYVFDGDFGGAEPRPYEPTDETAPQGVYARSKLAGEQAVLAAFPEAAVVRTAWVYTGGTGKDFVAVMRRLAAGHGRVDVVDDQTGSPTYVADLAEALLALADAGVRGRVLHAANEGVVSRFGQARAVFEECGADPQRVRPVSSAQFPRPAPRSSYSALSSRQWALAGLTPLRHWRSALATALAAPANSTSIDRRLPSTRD
# Target sequence (P9WH11 whole entry, looked up): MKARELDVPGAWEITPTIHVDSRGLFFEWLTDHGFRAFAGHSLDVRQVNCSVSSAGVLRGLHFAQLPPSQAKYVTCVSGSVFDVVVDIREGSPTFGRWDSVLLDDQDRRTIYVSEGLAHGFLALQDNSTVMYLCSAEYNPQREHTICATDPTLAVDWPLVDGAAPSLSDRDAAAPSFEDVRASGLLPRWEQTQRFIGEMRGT
# GlmU inhibition – inhibition of mycobacterial GlmU enzyme – biochemical, glucosamine-1-phosphate acetyltransferase (AID 1376) | M. tuberculosis GlmU acetyltransferase enzyme assay; higher % means a stronger effect | inhibition, %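 (tested at 30 µM in the primary screen)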; hits with a dose series show IC50 in µM | 220,000 compounds, 0.25% hits; in the data active means inhibition above about 13%;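 further: 0% = complete reaction with vehicle and 100% = reaction without substrate; strong numbers were not always called active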
# The depositor's hits bear a star; / = not tested or not shown.
SMILES,Mtb RmlCD inh,GlmU inhibition
CCN1CCN(CC(=O)Nc2ccc(Cl)c(Cl)c2)C(=O)C1=O,-5,-4.3%
CSc1nnc(COc2ccc(C)cc2)n1N,/,3.3%
COCOc1ccc(C=O)c(OCOC)c1,/,1.8%
O=C(CSc1n[nH]c(-c2ccccc2F)n1)NCC(=O)Nc1ccc(F)c(F)c1F,-10,1.1%
COc1ccccc1NC(=O)Nc1cccc(C(=O)O)c1,-2,1.6%
CCCn1ncc([C@@H]2C[C@H]3CN(Cc4cccc(Cl)c4)C(=O)[C@]34CCCN24)c1C,9,5.8%
O=C(c1ccccc1)C1NC1c1ccccc1 (stereo not drawn),-4,/
Cn1nc(-c2ccccc2)c2cc(C(=O)O)sc21,-1,0.2%
O=C(O)c1ccc(CS(=O)(=O)c2cccc(C(F)(F)F)c2)o1,6,1.1%
CCN1C(=O)c2cccc3c(S(=O)(=O)NCc4cccnc4)ccc1c23,-6,0.3%
CCCCCN1CC(O)=C(c2nc3ccccc3[nH]2)C1=N,-6,1.9%
O=c1c2ccccc2nc2ccc(NCc3ccco3)nn12,10,-4.7%
CCCCCCCNC(=O)COc1ccc2c(c1)C(=O)CC(C)(C)O2,3,3.2%
Cc1cccc(C)c1NC(=O)COC(=O)c1c2c(nc3ccccc13)/C(=C\c1ccc3c(c1)OCO3)CCC2,8,-0.9%
O=C(Nc1ccc(F)c(Cl)c1)Nc1cnccn1,-11,-1.5%

# Reprinted from the part before: seven compounds; new compounds follow.
SMILES,Mtb RmlCD inh,GlmU inhibition
O=C(O)c1ccc(CS(=O)(=O)c2cccc(C(F)(F)F)c2)o1,6,1.1%
CCN1C(=O)c2cccc3c(S(=O)(=O)NCc4cccnc4)ccc1c23,-6,0.3%
CCCCCN1CC(O)=C(c2nc3ccccc3[nH]2)C1=N,-6,1.9%
O=c1c2ccccc2nc2ccc(NCc3ccco3)nn12,10,-4.7%
CCCCCCCNC(=O)COc1ccc2c(c1)C(=O)CC(C)(C)O2,3,3.2%
Cc1cccc(C)c1NC(=O)COC(=O)c1c2c(nc3ccccc13)/C(=C\c1ccc3c(c1)OCO3)CCC2,8,-0.9%
O=C(Nc1ccc(F)c(Cl)c1)Nc1cnccn1,-11,-1.5%
Cc1ccc(-n2nc3ccc(NC(=O)c4ccco4)cc3n2)cc1,/,0.1%
O=C(CN1CCN(S(=O)(=O)c2ccc(Br)cc2)CC1)Nc1ccc2c(c1)OCCO2,-3,-2.9%
COc1ccc(-n2c(=O)c3c(C)c(C)sc3n(Cc3cccc(F)c3)c2=O)c(OC)c1,-6,4.2%
CC1(C)Cc2c(sc(/N=C/N3CCOCC3)c2C#N)C(C)(C)N1,10,-3.6%
COc1ccccc1NS(=O)(=O)c1ccc(C)c(NC(=O)NCCCl)c1,-2,0.4%
Cc1ccc(C)c(NC(=O)CSc2nc3c(oc4ccccc43)c(=O)n2-c2ccccc2)c1,-9,-1.0%
CCOC(=O)Cc1csc(NC(=O)CSc2nnc3ccccn23)n1,-8,3.3%
NS(=O)(=O)c1ccc(N=Nc2c(=O)[nH]n3c(=O)c4c([nH]c23)CCCC4)cc1,51,6.2%
Cc1csc(SCC(=O)NC(C)c2ccccc2)n1 (stereo not drawn),-3,3.0%
COc1cc(CNc2ccc(C)c(C)c2)cc(OC)c1OC,/,0.1%
CCO[C@@H]1OC(C(=O)N2CCN(Cc3ccccc3)CC2)=C[C@H](c2ccc(Br)cc2)[C@H]1CCCO,/,-0.6%
Cc1nc(N)sc1C(=O)N1N=N1,11,2.8%
O=C(/C=C/Nc1ccc([N+](=O)[O-])cc1)c1ccc(Br)cc1,0,6.5%
Cc1ccc(NC(=O)c2ccc(OCC3CCCO3)cc2)cc1 (stereo not drawn),2,-4.4%
COc1ccc(-c2nnc(SCC(=O)N(Cc3ccccc3)C(C)(C)C)o2)cc1OC,/,5.9%
O=C(/C=C/c1ccco1)Nc1ccccc1C(=O)O,-4,15%*
CCn1cc(C(=O)N2CCc3ccccc3C2)c(=O)c2cc(S(=O)(=O)N3CCCCC3)ccc21,12,-3.1%
COc1ccccc1N1CCN(C(=S)Nc2ccc3nc(N4CCOCC4)cc(C)c3c2)CC1,-7,-6.0%
Cc1ccc(S(=O)(=O)N2CCC(=O)N2)cc1,27,5.3%
NC(=O)c1sc2nc3c(c(-c4ccco4)c2c1N)CCC3,9,7.4%
O=c1c(-c2ccnn2-c2ccc(F)cc2)cnc2n1CCS2,20,-5.2%
CC1=CC(C)(C)N2C(=O)C3(N=C(N)NC(Nc4ccccc4)=N3)c3cc(C)cc1c32 (stereo not drawn),8,-16%
N#Cc1c(-c2ccccc2)nc(SCC(=O)Nc2ccccc2F)[nH]c1=O,-7,7.1%
COc1ccccc1Cc1nc(-c2ccncc2)no1,-9,0.0%
COc1cc(C(=O)Nc2nc(C)cc(C)n2)cc(OC)c1OC,-21,4.8%
COc1cccc(C(=O)Nc2ccc(S(=O)(=O)Nc3nccc(C)n3)cc2)c1,-8,-0.7%
CCCCc1ccc(NC(=O)OC)cc1,/,-0.1%
O=C1c2oc3ccccc3c(=O)c2C(c2cccc(O)c2)N1CCCN1CCOCC1 (stereo not drawn),18,-1.4%
CC(C)CCNC(=O)c1ccc2c(SCC(=O)O)c3c(nc2c1)CCC3,3,-0.2%
CCC(=O)Nc1ccc(OCc2nc3ccccc3s2)cc1,69,-5.4%

# Shown with values under each structure: entries from further up
# Under each structure – Mtb RmlCD inh | GlmU inhibition
- CCn1cc(C(=O)N2CCc3ccccc3C2)c(=O)c2cc(S(=O)(=O)N3CCCCC3)ccc21
 : 12 | -3.1%
- COc1ccccc1N1CCN(C(=S)Nc2ccc3nc(N4CCOCC4)cc(C)c3c2)CC1
 : -7 | -6.0%

# (cont.)
SMILES,Mtb RmlCD inh,GlmU inhibition
COc1ccc(C(=O)NCc2nc3ccccc3[nH]2)cc1OC,7,1.3%
CCCCc1nnc(SCc2ccc(OCC)cc2)n1N,/,0.7%
COC(=O)c1c(NC(NC(C)=O)C(Cl)(Cl)Cl)sc2c1CCCC2 (stereo not drawn),-10,-0.8%
Cn1cc(CCNC(=O)CC2C(=O)NCCN2Cc2cccc(Oc3ccccc3)c2)cn1 (stereo not drawn),0,-0.6%
COCCn1c(SCC(=O)Nc2ccc(C)cc2C)nc2c(oc3ccccc32)c1=O,-1,-1.3%
Nc1nncn1C(=O)c1ccccc1Cl,-8,3.8%
c1ccc2c(C3=NNC(=NC4CCCCC4)SC3)c[nH]c2c1,7,-7.0%
CCc1ccc(OCC(=O)NC(NC(=S)Nc2ccccc2OC)C(Cl)(Cl)Cl)cc1 (stereo not drawn),10,-6.5%
Cn1c(-c2ccccc2)cnc1SCc1nc2ccccc2c(=O)[nH]1,/,-3.5%
Cc1nc2cc(C(F)(F)F)ccc2n1C,4,3.4%
Cc1c(Cl)cccc1S(=O)(=O)Nc1ccnn1C,10,2.6%
CCOC(=O)c1c(NC(=O)CSc2nnc3c(Cl)cc(Cl)cn23)sc2c1CCC2,6,-1.4%
OCCNCC(O)Cn1c2ccccc2c2ccccc21 (stereo not drawn),10,-2.7%
COc1cccc(N(C(=O)Cn2nnc(-c3ccc(C)o3)n2)C(C(=O)NC(C)(C)C)c2cccs2)c1 (stereo not drawn),/,2.8%
O=C(NCCCn1ccnc1)c1sc2cccc(F)c2c1Cl,22,1.4%
Cc1c(NC(=O)c2ccc(Cl)s2)c(=O)n(-c2ccccc2)n1C,-5,-1.4%
O=C1CCCN1Cc1ncnn1-c1ccccc1,-8,2.0%
Cc1ccc([N+](=O)[O-])c(OCCN2C(=O)NC(C)(C)C2=O)c1,-5,-3.2%
COc1ccc(/C=N/OCC(=O)N2CCCC2)c(OC)c1,-12,2.1%
O=C(Nc1cc(C(F)(F)F)ccc1F)C1CCC1,/,2.9%
CCN(CC)S(=O)(=O)c1ccc(NC=C(C#N)C#N)cc1,/,-1.5%
CC1=C(C)CC(C(=O)NNC(=O)c2csc3c2CCC(C(C)(C)C)C3)C(C(=O)O)C1 (stereo not drawn),2,5.1%
CCCCCCCCOC(=O)C(NC(=O)CCC(=O)Nc1ccc(S(N)(=O)=O)cc1)C(O)c1ccccc1 (stereo not drawn),/,-1.4%
O=C(c1cc(Cl)ccc1Cl)N1CCOCC1,/,3.1%
Cc1ccc(N=C2NC(=O)/C(=C\c3ccco3)S2)cc1,/,7.9%
CC(=O)CCn1cnc([N+](=O)[O-])n1,1,-0.1%
Cc1c(CCCN)c2ccccc2n1Cc1ccccc1,6,1.7%
CCOC(=O)N1CCN(C(=S)Nc2ccc(C)cc2C)CC1,21,1.1%
C/C(=N\NC(=O)COc1ccccc1[N+](=O)[O-])c1cccs1,/,-1.9%
O=C(CSc1nc2ncc(Br)cc2[nH]1)c1cccc([N+](=O)[O-])c1,26,1.4%
O=c1nccc(NCc2ccco2)[nH]1,33,3.3%
COc1ccc(-c2nn(-c3ccccc3)cc2/C=N/Nc2ccc(S(N)(=O)=O)cc2[N+](=O)[O-])cc1OC,1,-3.4%
O=C(COc1ncnc2scc(-c3ccc(Cl)cc3)c12)NCc1ccco1,/,0.5%
Cc1nc2ncnn2c(C)c1CCC(=O)N1CCCCC1,-5,-0.1%
CC(C)(C)C1CCC(=NNC(=O)C(=O)NC2CCCCC2)CC1 (stereo not drawn),/,1.1%
Cc1cccc(NC(=S)NNc2ncc(C(F)(F)F)cc2Cl)c1,4,7.1%
CCn1cc(Br)c(C(=O)N2CCN(c3ccccc3)CC2)n1,/,0.8%
COCC(=O)Nc1ccc2nc3n(c(=O)c2c1)CCCCC3,/,-7.1%
O=C(N/N=C/c1ccc([N+](=O)[O-])o1)c1sc2ccccc2c1Cl,/,1.8%
COc1ccc(/C=C(\C#N)C(=O)NCc2cccnc2)cc1OC,6,2.0%
O=C1CC(c2ccccc2)CC(O)=C1C=NCc1ccc(Cl)cc1 (stereo not drawn),-3,-0.3%
O=C(N/N=C/c1c(O)ccc2ccccc12)c1ccc[n+](CCO)c1,-7,0.3%
NC(=O)c1cc2ccc(O)cc2oc1=Nc1ccccc1,8,7.2%
O=C(CSc1nnc(-c2ccco2)n1Cc1ccccc1)NCc1ccccc1,/,3.3%
CN(C)CCCNc1ncnc2c1cnn2-c1ccccc1,5,-1.8%

# Five successive compounds from above, for reference:
SMILES,Mtb RmlCD inh,GlmU inhibition
CCN1CCN(CC(=O)Nc2ccc(Cl)c(Cl)c2)C(=O)C1=O,-5,-4.3%
CSc1nnc(COc2ccc(C)cc2)n1N,/,3.3%
COCOc1ccc(C=O)c(OCOC)c1,/,1.8%
O=C(CSc1n[nH]c(-c2ccccc2F)n1)NCC(=O)Nc1ccc(F)c(F)c1F,-10,1.1%
COc1ccccc1NC(=O)Nc1cccc(C(=O)O)c1,-2,1.6%

# The listing continues.
SMILES,Mtb RmlCD inh,GlmU inhibition
CCCCCCNC(=O)Nc1ccccc1,-6,9.6%
CC(=O)c1cccc(NC(=S)NC(=O)c2ccc(Cl)cc2)c1,-6,8.0%
CCOc1ccc2[nH]cc(S(=O)(=O)c3ccc(Cl)cc3)c(=O)c2c1,-6,0.9%
COC(=O)c1sccc1NC(=O)C1C2C=CC(O2)C1C(=O)O (stereo not drawn),/,-2.0%
C#CCNc1nc(C)nc2c1nnn2Cc1ccccc1F,-7,1.3%
CN1CCN(C(=O)C2CCC(CNS(=O)(=O)c3cccc4cccnc34)CC2)CC1 (stereo not drawn),6,0.7%
CCCN(CCC)CCNC(=O)C1c2ccccc2C(=O)N(CCOC)C1c1ccc(F)cc1 (stereo not drawn),-5,-0.8%
COc1ccc(OCC(O)Cn2c(=N)n(CCN3CCOCC3)c3ccccc32)cc1 (stereo not drawn),-2,0.7%
O=C(NCCN1CCN(c2ccccc2)CC1)c1cccn2c(=O)c3ccccc3nc12,-4,-3.8%
COCCCn1c(SCC(=O)N2CCc3ccccc32)nnc1-c1ccoc1C,/,-3.9%
C/C(Cc1ccccc1)=N\NC(=O)CNC(=O)c1ccccc1O,-1,5.0%
Cc1ccc(-c2cnn(-c3cccc(C(F)(F)F)c3)c2N)cc1,1,-3.5%
Cc1ccc(NC(=O)CSCC(=O)N2CCOCC2)cc1,/,-5.0%
CCOC(=O)c1sc(NC(=O)c2cc(S(=O)(=O)N3CCOCC3)ccc2C)nc1C,-5,-3.1%
COc1cccc(-c2nc(N)nc(SC)c2C#N)c1,-7,1.1%
CN(C)S(=O)(=O)c1cccc(NC(=O)COC(=O)/C=C/c2ccco2)c1,-10,4.2%
Cc1ccc(C)c(-n2ccnc2SCC(N)=O)c1,9,5.5%
CC1(C)CC(=O)C(C=NCC2CCNCC2)=C(O)C1,-8,-7.9%
Cc1csc2nc(CNS(=O)(=O)c3cccnc3)cn12,/,-0.8%
CCC1Oc2ccc(C)cc2N(CC(=O)N(Cc2ccc(C)o2)C2CC(C)(C)NC(C)(C)C2)C1=O (stereo not drawn),/,-3.5%
O=[N+]([O-])CC(=Nc1ccc(Cl)cc1)N/N=C\c1oc(O)c2ccccc12,4,/
COC(=O)c1ccc(CSc2nnc(-c3ccc4c(c3)OCO4)n2-c2ccccc2)o1,-10,0.5%
Cc1cc(Nc2ccccc2)n(-c2ccc(Br)cc2)n1,12,0.1%
COc1cccc(NC(=S)N2CCCC2c2ccc(OC)c(OC)c2)c1 (stereo not drawn),/,-2.0%
COc1cccc(/C=N/Nc2nn3cnnc3c3ccccc23)c1,5,0.0%
Cc1ccc(S(=O)(=O)N2C(=O)/C(=C3\SC(=S)NC3=O)c3ccccc32)cc1,/,-1.1%
C=CCN1C(=O)/C(=C/c2ccc(N(C)C)cc2)S/C1=N\c1nnc(CC)s1,-6,/
O=C(N/N=C/c1sc(=O)[nH]c1-[n+]1ccccc1)c1ccccc1[O-],11,-5.3%

# Not all compounds are listed; rates above refer to the full screens.
